# BioA inh: BioA (M. tuberculosis) enzyme inhibition. 360,000 compounds, 0.096% hits. purified M. tuberculosis BioA enzyme, plate reader. inhibition, % at 9.99 µM. AID 602481; in the data active = inhibition above about 40%
# * hit, by the source's call. Not all compounds are listed; the hit share may differ from the screen's.
SMILES	BioA inh
C[C@@H]1CCCCO[C@@H](CN(C)C(=O)Cc2ccccc2)[C@@H](C)CN([C@@H](C)CO)C(=O)c2cc(NS(=O)(=O)c3ccc(F)cc3)ccc2O1	1.8
Cc1ccccc1NC(=O)Nc1ccc2c(c1)C(=O)N(C)[C@@H]1CC[C@@H](CC(=O)O)O[C@H]1CO2	7.4
C[C@@H]1CCCCO[C@@H](CN(C)Cc2ccc3c(c2)OCO3)[C@H](C)CN([C@@H](C)CO)C(=O)c2cc(NC(=O)Cc3ccccc3)ccc2O1	-1.7
Cc1ccc(S(=O)(=O)Nc2cccc3c2O[C@H](CN(C)S(=O)(=O)c2ccc(F)cc2)[C@H](C)CN([C@H](C)CO)C3=O)cc1	0.5
C[C@@H]1CCCCO[C@@H](CN(C)C(=O)Nc2ccc3c(c2)OCO3)[C@@H](C)CN([C@H](C)CO)C(=O)c2cc(NC(=O)NC3CCCCC3)ccc2O1	2.5
COc1ccc(NC(=O)Nc2ccc3c(c2)C(=O)N([C@@H](C)CO)C[C@H](C)[C@@H](CN(C)C(=O)Nc2ccc4c(c2)OCO4)O3)cc1	-1.5
CCC(=O)N1[C@H](CO)[C@@H]2c3ccccc3N(C(=O)c3cccc(OC)c3)C[C@@H]21	-2.2
CO[C@@H]1CN(C)C(=O)c2ccc(NC(=O)c3ccno3)cc2OC[C@H](C)N(C(=O)C2CCC2)C[C@@H]1C	-5.1
COCC(=O)Nc1ccc2c(c1)[C@H]1C[C@@H](CC(=O)NCc3cc(F)ccc3F)O[C@@H](CO)[C@H]1O2	-0.2
C[C@@H]1CN([C@@H](C)CO)C(=O)c2cc(-c3ccc(F)cc3)cnc2O[C@H]1CN(C)Cc1ccc(F)cc1	0.7
C/C=C/c1ccc([C@H]2[C@@H](CO)N(C(C)=O)[C@H]2CN(CC(C)C)C(C)=O)cc1	1.5
C[C@H]1CN([C@@H](C)CO)C(=O)c2cc(-c3ccncc3)cnc2O[C@H]1CN(C)C(=O)Cc1cccnc1	9.6
COCCNC(=O)C[C@H]1C[C@H]2c3cc(NC(=O)Nc4ccccc4F)ccc3O[C@H]2[C@@H](CO)O1	-0.3
CO[C@H]1CN(C)C(=O)c2ccc(NS(=O)(=O)c3ccc(Cl)cc3)cc2OC[C@@H](C)NC[C@H]1C	13
C[C@@H]1CN([C@H](C)CO)C(=O)c2cccc(NC(=O)Nc3ccccc3)c2O[C@@H]1CN(C)S(=O)(=O)c1cccs1	0.0
CCCNC(=O)Nc1ccc2c(c1)C(=O)N(C)[C@@H]1CC[C@@H](CC(=O)O)O[C@H]1CO2	-5.4
COCC(=O)Nc1ccc2c(c1)C(=O)N(C)[C@H]1CC[C@H](CC(=O)OC)O[C@H]1CO2	33
COc1ccc(NC(=O)Nc2ccc3c(c2)CC(=O)N([C@H](C)CO)C[C@@H](C)[C@H](CN(C)C(=O)Nc2c(C)noc2C)O3)cc1	-1.2
COc1ccccc1CNC(=O)C[C@@H]1CC[C@@H]2[C@H](COc3ccc(NC(C)=O)cc3C(=O)N2C)O1	2.0
CNC[C@@H]1OCCCC[C@@H](C)Oc2ccc(NC(=O)Cc3ccccc3)cc2C(=O)N([C@H](C)CO)C[C@H]1C	-2.5
CO[C@H]1CN(C)C(=O)c2cc(NS(=O)(=O)Cc3ccccc3)ccc2OC[C@@H](C)NC[C@@H]1C	-2.2
C[C@H]1CN([C@@H](C)CO)C(=O)c2cc(-c3ccc(C#N)cc3)cnc2O[C@@H]1CN(C)C(=O)c1cccnc1	2.4
CN1C[C@H]2[C@@H](c3ccccc31)[C@@H](CO)N2C(=O)Nc1ccccc1	-4.8
Cc1ccc(S(=O)(=O)Nc2ccc3c(c2)CC(=O)N([C@H](C)CO)C[C@H](C)[C@H](CN(C)S(=O)(=O)c2ccc(Cl)cc2)O3)cc1	0.3
CO[C@H]1CN(C)C(=O)c2cc(NS(C)(=O)=O)ccc2OC[C@H](C)N(Cc2cncnc2)C[C@@H]1C	-1.2
C[C@H]1CCCCO[C@@H](CN(C)C(=O)Nc2ccc(C(F)(F)F)cc2)[C@@H](C)CN([C@@H](C)CO)C(=O)c2cc(NC(=O)Nc3ccc(C(F)(F)F)cc3)ccc2O1	-1.1
COc1ccc(S(=O)(=O)N(C)C[C@H]2Oc3ccc(NC(=O)Nc4ccc(F)cc4)cc3CC(=O)N([C@@H](C)CO)C[C@H]2C)cc1	-2.3
Cc1ccccc1NC(=O)Nc1ccc2c(c1)C(=O)N(C)[C@H]1CC[C@H](CC(=O)O)O[C@@H]1CO2	-3.1
C[C@@H]1CN([C@@H](C)CO)C(=O)Cc2cc(NC(=O)CCCN(C)C)ccc2O[C@H]1CN(C)S(=O)(=O)c1cccs1	3.3
O=C(C[C@@H]1CC[C@H]2NC[C@@H](O)COC[C@@H]2O1)NCCc1ccncc1	-1.3
Cc1noc(C)c1NC(=O)Nc1ccc2c(c1)CC(=O)N([C@H](C)CO)C[C@H](C)[C@H](CN(C)S(=O)(=O)c1cn(C)cn1)O2	-0.3
CN1C(=O)c2cc(NC(=O)C3CCOCC3)ccc2OC[C@H]2O[C@@H](CC(=O)Nc3ccc4c(c3)CCCC4)CC[C@@H]21	-2.5
O=C(C[C@@H]1CC[C@@H]2[C@H](COC[C@@H](O)CN2C(=O)c2cnccn2)O1)N1CCN(c2ccccc2)CC1	-1.8
C[C@H](CO)N1C[C@H](C)[C@H](CN(C)C(=O)Nc2cccc3ccccc23)OCCCC[C@H](C)Oc2ccc(NS(=O)(=O)c3cn(C)cn3)cc2C1=O	1.6
C[C@H]1CN([C@@H](C)CO)C(=O)Cc2cc(NC(=O)C3CC3)ccc2O[C@@H]1CN(C)Cc1ccc(-c2ccccc2)cc1	-4.8
CN(C)C(=O)[C@@H]1[C@@H](CO)[C@@H]2Cn3c(ccc(C4=CCCCC4)c3=O)[C@H]1N2Cc1cccnc1	-1.7
CNC(=O)C[C@H]1CC[C@H]2[C@@H](COc3ccc(NC(=O)Nc4c(C)noc4C)cc3C(=O)N2C)O1	0.4
C[C@@H](NC(=O)C[C@@H]1C[C@@H]2c3cc(NC(=O)CC4CC4)ccc3O[C@@H]2[C@@H](CO)O1)c1ccccc1	-2.0
CCC(=O)N1CC[C@@H]2[C@H]1c1cc(-c3cccc(F)c3)ccc1N(C)[C@@H]2CO	90*
O=C(NC1CCCC1)N1CCCCN2[C@H](CO)[C@@H](c3ccc(/C=C/c4ccccc4)cc3)[C@H]2C1	-2.3
COc1cccc(-c2ccc([C@@H]3[C@H](CO)N4CCCCN(C(=O)NC(C)C)C[C@@H]34)cc2)c1	-0.7
CCCN1C[C@@H](C)[C@@H](OC)CN(C)C(=O)c2cc(NC(=O)C3CCC3)ccc2OC[C@@H]1C	0.8
C[C@@H]1CCCCO[C@@H](CN(C)C(=O)C2CCCCC2)[C@@H](C)CN([C@@H](C)CO)C(=O)c2cc(NS(=O)(=O)c3cccs3)ccc2O1	0.5
CC(C)NC(=O)Nc1ccc2c(c1)C(=O)N([C@H](C)CO)C[C@H](C)[C@H](CN(C)Cc1ccc3c(c1)OCO3)OCCCC[C@@H](C)O2	-1.3
COc1ccc(S(=O)(=O)Nc2ccc3c(c2)C(=O)N([C@H](C)CO)C[C@H](C)[C@H](CN(C)C(=O)Nc2cccc4ccccc24)OCCCC[C@H](C)O3)cc1	1.6
C[C@@H]1CN([C@H](C)CO)C(=O)c2cc(NC(=O)CCC(F)(F)F)ccc2O[C@@H](C)CCCCO[C@H]1CN(C)C(=O)Nc1cccc2ccccc12	0.1
COc1ccc(C#Cc2ccc([C@H]3[C@H]4CN(C(=O)Nc5cccc(F)c5)CCCCN4[C@H]3CO)cc2)cc1	-2.6
COC(=O)C[C@H]1CC[C@H]2[C@H](COc3ccc(NS(=O)(=O)c4ccccc4F)cc3C(=O)N2C)O1	0.5

# An excerpt from above in order of formula weight, lowest first.
SMILES	BioA inh
COC(=O)C[C@H]1CC[C@H]2[C@H](COc3ccc(NS(=O)(=O)c4ccccc4F)cc3C(=O)N2C)O1	0.5
CC(C)NC(=O)Nc1ccc2c(c1)C(=O)N([C@H](C)CO)C[C@H](C)[C@H](CN(C)Cc1ccc3c(c1)OCO3)OCCCC[C@@H](C)O2	-1.3
C[C@@H]1CCCCO[C@@H](CN(C)C(=O)C2CCCCC2)[C@@H](C)CN([C@@H](C)CO)C(=O)c2cc(NS(=O)(=O)c3cccs3)ccc2O1	0.5

# New compounds follow:
SMILES	BioA inh
CO[C@@H]1CN(C)C(=O)c2cc(NC(=O)Nc3cccc(Cl)c3)ccc2OC[C@H](C)N(C)C[C@H]1C	-1.2
CCCN(C)C[C@@H]1Oc2cc(C#CC3CCCCC3)ccc2S(=O)(=O)N([C@H](C)CO)C[C@@H]1C	-0.9
Cc1ccc(-c2cnc3c(c2)C(=O)N([C@H](C)CO)C[C@H](C)[C@H](CN(C)C(=O)CN(C)C)O3)cc1	2.8
C/C=C/c1ccc([C@H]2[C@@H](CO)N(C(=O)Cc3cccnc3)[C@@H]2CNC(C)=O)cc1	7.0
CC(=O)Nc1ccc2c(c1)C(=O)N(C)[C@H]1CC[C@@H](CC(=O)NCC3CCCCC3)O[C@H]1CO2	10
CO[C@H]1CN(C)C(=O)c2cc(NC(=O)C3CCOCC3)ccc2OC[C@H](C)N(Cc2cccnc2)C[C@@H]1C	0.0
CCCN1C[C@H](C)[C@H](OC)CN(C)C(=O)c2ccc(NC(=O)c3ccccc3F)cc2OC[C@@H]1C	-0.6
CC=Cc1ccc2n(c1=O)C[C@H]1[C@H](CO)[C@@H](C(=O)NCc3ccncn3)N(C(=O)NC3CCCC3)[C@@H]21 (mixture of isomers)	0.8

# In a second layout: 4 of the compounds above.
> Cc1ccc(-c2cnc3c(c2)C(=O)N([C@H](C)CO)C[C@H](C)[C@H](CN(C)C(=O)CN(C)C)O3)cc1
  BioA inh: 2.8

> C/C=C/c1ccc([C@H]2[C@@H](CO)N(C(=O)Cc3cccnc3)[C@@H]2CNC(C)=O)cc1
  BioA inh: 7.0

> CC(=O)Nc1ccc2c(c1)C(=O)N(C)[C@H]1CC[C@@H](CC(=O)NCC3CCCCC3)O[C@H]1CO2
  BioA inh: 10

> CO[C@H]1CN(C)C(=O)c2cc(NC(=O)C3CCOCC3)ccc2OC[C@H](C)N(Cc2cccnc2)C[C@@H]1C
  BioA inh: 0.0

# Continued:
SMILES	BioA inh
C[C@@H]1CN([C@@H](C)CO)C(=O)c2cc(NC(=O)NC3CCCCC3)ccc2O[C@@H](C)CCCCO[C@@H]1CN(C)C(=O)Cc1ccccc1	0.5
C[C@@H]1CN([C@H](C)CO)C(=O)c2cc(NC(=O)NC3CCCCC3)ccc2O[C@@H](C)CCCCO[C@H]1CN(C)C(=O)c1ccncc1	-2.4
Cc1noc(C)c1S(=O)(=O)N(C)C[C@H]1OCCCC[C@@H](C)Oc2ccc(NS(=O)(=O)c3ccc(F)cc3)cc2C(=O)N([C@H](C)CO)C[C@@H]1C	-2.1
O=C(C[C@@H]1CC[C@@H](NS(=O)(=O)c2ccc(F)cc2)[C@H](CO)O1)NCCN1CCCCC1	-3.8
CCCN1C[C@H](C)[C@H](OC)CN(C)C(=O)c2ccc(NC(=O)c3ccccc3F)cc2OC[C@H]1C	1.5
CCN(C[C@H]1[C@H](c2ccc(C3=CCCC3)cc2)[C@@H](CO)N1C(C)=O)C(C)=O	-2.4
C[C@@H]1CN([C@H](C)CO)C(=O)Cc2cc(NS(=O)(=O)c3cccs3)ccc2O[C@H]1CN(C)Cc1ccncc1	2.2
C/C=C/c1ccc([C@@H]2[C@@H](CN(CC)C(C)=O)N(C(=O)C3CCC3)[C@H]2CO)cc1	28
CCCC(=O)Nc1ccc2c(c1)C(=O)N(C)C[C@@H](OC)[C@@H](C)CN(C(=O)c1ccccn1)[C@H](C)CO2	1.4
CCCNC(=O)Nc1ccc2c(c1)C(=O)N(C)[C@@H]1CC[C@@H](CC(=O)O)O[C@@H]1CO2	-6.6
COC(=O)C[C@@H]1CC[C@@H]2[C@@H](COc3ccc(NS(=O)(=O)c4ccccc4F)cc3C(=O)N2C)O1	0.5
COc1ccc(NC(=O)N(C)C[C@@H]2Oc3ccc(NC(=O)Nc4ccc(C(F)(F)F)cc4)cc3C(=O)N([C@H](C)CO)C[C@H]2C)cc1	-2.7
CCNC(=O)Nc1ccc2c(c1)C(=O)N(C)[C@@H]1CC[C@H](CC(=O)NCCN3CCCC3)O[C@H]1CO2	-1.7
C[C@@H]1CN([C@@H](C)CO)C(=O)c2cc(C#CCC3CCCC3)cnc2O[C@@H]1CN(C)S(=O)(=O)c1cccs1	1.8
CCCN1C[C@H](C)[C@@H](OC)CN(C)C(=O)c2cc(NC(=O)COC)ccc2OC[C@@H]1C	-1.5
O=C(O)C[C@@H]1CC[C@H]2[C@@H](COC[C@H](O)CN2S(=O)(=O)c2ccc(Oc3ccccc3)cc2)O1	-1.4
CC(C)NC(=O)Nc1ccc2c(c1)C(=O)N(C)[C@@H]1CC[C@@H](CC(=O)NCC(F)(F)F)O[C@@H]1CO2	22
CN1C(=O)c2cc(NC(=O)c3ccc(Cl)cc3)ccc2OC[C@@H]2O[C@H](CC(=O)O)CC[C@@H]21	0.3
CCCNC(=O)C[C@@H]1C[C@H]2c3cc(NC(=O)CN(C)C)ccc3O[C@H]2[C@H](CO)O1	-1.6
COc1ccccc1CNC(=O)C[C@H]1CC[C@@H]2[C@@H](COc3ccc(NC(C)=O)cc3C(=O)N2C)O1	1.1
Cc1noc(C)c1S(=O)(=O)N(C)C[C@H]1OCCCC[C@@H](C)Oc2ccc(NS(=O)(=O)c3ccc(F)cc3)cc2C(=O)N([C@@H](C)CO)C[C@@H]1C	-1.4
C[C@H](CO)N1C[C@H](C)[C@@H](CN(C)C(=O)C2CC2)Oc2cc(C#CCN(C)C)ccc2S1(=O)=O	-1.0
CC(C)NC(=O)N1C[C@@H]2[C@H](c3ccccc31)[C@@H](CO)N2C(=O)Nc1ccccc1	4.4
COCC(=O)N(C[C@@H]1N[C@@H](CO)[C@H]1c1ccc(C2=CCCC2)cc1)C(C)C	-1.7

# High-throughput results deposited in PubChem BioAssay by Broad Institute.
